TCR activator – Activators of T cell receptors: qHTS campaign; primary human leukocytes, anti-CD3, IL-2 HTRF, 48 h; Potency, µM (doses to about 9.22 µM), without a hit: top-dose activation of IL-2 secretion, hits mostly activators; 330,000 tested, under 10 active; AID 504894, 2011; further: % of control where 0% means no effect
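Primary human leukocytes receive a-CD3 beads and test compound and are incubated 48 hr. Secreted IL-2 is then assayed by HTRF, measuring 665nm acceptor emission after 320nm excitation of the europium donor.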
Eya2 inh – qHTS Assay for Inhibitors of the Phosphatase Activity of Eya2; Protein phosphatase EYA2 (Homo sapiens), O00167; recombinant Eya2, OMFP fluorescence dephosphorylation (OMFP is methylfluorescein phosphate); Potency, µM (top dose mostly 76.9 µM), for the others: at the highest dose activity, negative = inhibition, most hits filed as inhibitors; hit rate 0.006% among 330,000; AID 488837, 2010; further: potency means the concentration at half of the fitted maximal effect; on the % scale 0 is the no-effect control and ±100 the full control effect
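Eya2 protein (added as 0.2 uM solution) was preincubated with compound for 10 min at ambient temperature in 50 mM HEPES pH 7.5, 50 mM NaCl, 5 uM MgCl2, 0.05% BSA, 1 mM DTT. OMFP (added at 50 uM) then reacted 10 min; fluorescence read at 485/525 nm.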
uPA generation – qHTS for Inhibitors of Cell Surface uPA Generation | hit rate 0.31% among 330,000 | AID 540303, 2011 | cell surface uPA generation assay, qHTS | Potency, µM (titrated, usually from 38.3 µM), without a hit: at the top dose activity change, negative = inhibition, hits mostly inhibitors; active means well fitted inhibition curve with a large enough effect; inconclusive means small, poorly fitted or top-dose-only effect; inactive means no such curve, though single readings can be large or run the other way; tested in mouse RAW 264.7 cells; further: potency means the concentration at half of the fitted maximal effect; on the % scale 0 is the no-effect control and ±100 the full control effect; nearly all actives have a fitted effect of over 55% in size
TSG101-PTAP inh – qHTS Assay for Iinhibitors of HIV-1 Budding by Blocking the Interaction of PTAP/TSG101; Tumor susceptibility gene 101 protein (Homo sapiens), Q99816; Fluorescence polarization, FITC-PTAP peptide / Tsg101 binding; Potency, µM (highest dose often 115 µM), without a hit: at the highest dose activity change, negative = inhibition, actives largely listed as inhibitors; 340,000 tested, under 10 active; AID 493005, 2010; active means well fitted inhibition curve with a large enough effect in the main read-out, with a control signal flat, not every such curve was filed as active; inconclusive means small, poorly fitted or top-dose-only effect, or effect the other way, or a change in a side signal; inactive means no such curve, though single readings can be large or run the other way; further: potency means the concentration at half of the fitted maximal effect; % of control where 0% means no effect
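Fluorescence anisotropy tracks displacement of a FITC-tagged PTAP peptide (50 nM) from the Tsg101 binding domain (10 uM), following a 20 min room-temperature incubation at pH 7.5.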
USP2a inh – qHTS Assay for Inhibitors of Ubiquitin-specific Protease USP2a Using CHOP2 as the Reporter | USP2 core, Ub-CHOP2 coupled fluorogenic reporter, 485/531 | AID 463254, 2010 | Potency, µM (top dose mostly 38.3 µM), for the others: at the highest dose activity change, negative = inhibition, usual class: inhibitors | hit rate 0.01% among 330,000 | Ubiquitin carboxyl-terminal hydrolase 2 (Homo sapiens), O75604;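 further: potency means the concentration at half of the fitted maximal effect; plate controls were DMSO wells for no effect and full inhibition by NEM control for full effect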
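USP2 core (10nM final) preincubated 30min RT with compound in 20mM Tris-HCl pH 8.0, 2mM CaCl2, 2mM beta-mercaptoethanol, 0.05% CHAPS; 25nM Ub-CHOP2 plus 25nM reporter substrate added, fluorescence (Ex485/Em531) read after 60min.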
ELG1 repair inh – qHTS screen for small molecules that inhibit ELG1-dependent DNA repair in human embryonic kidney (HEK293T) cells expressing luciferase-tagged ELG1; AID 504467, 2011; hit rate 2.3% among 330,000; HEK293T ELG1-luciferase reporter, luminescence, 16 h; DNA damage induced by 5-fluorouridine; Potency, µM (series often up to 46.1 µM), inactives show top-dose activity change, negative = inhibition, usual class: inhibitors; further: potency means the concentration at half of the fitted maximal effect; on the % scale 0 is the no-effect control and ±100 the full control effect; nearly all actives have a fitted effect of over 55% in size
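In this reporter screen, reduction of luminescence relative to DMSO vehicle indicated activity. Compounds and 5-fluorouridine were added together to 2,000 cells per well, incubated for 16 hr at 37 °C, then developed with ONE-Glo.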
Mito fusion yeast – qHTS Assay for Small Molecule Inhibitors of Mitochondrial Division or Activators of Mitochondrial Fusion; hit rate 0.23% among 320,000; Potency, µM (doses to about 46.1 µM), for inactives: at the top dose growth rescue (activation), hits mostly activators; S. cerevisiae fusion-defective mutant growth rescue, CellTiterGlo 48 h; AID 485298, 2010;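 further: potency means the concentration at half of the fitted maximal effect; % of control where 0% means no effect; nearly all actives have a fitted effect of over 45% in size; temperature-sensitive fusion mutants such as fzo1-1 at 37 °C on non-fermentable ethanol glycerol medium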
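S. cerevisiae fusion-defective temperature-sensitive mutants (e.g. fzo1-1, mgm1-5) grown 48 h at 37C in YPEG (ethanol/glycerol non-fermentable) medium with 23 nl compound per well; growth rescue read as CellTiterGlo luminescence.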
TSHR antag – Antagonists of the Thyroid Stimulating Hormone Receptor: HTS campaign; TSHR-expressing cells, TSH-stimulated cAMP HTRF, 2 h; hits give low values; AID 504810, 2011; hit rate 0.2% among 330,000; activity change, negative = inhibition, % at 11.5 µM;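 active means activity change below a set negative limit, meaning inhibition stronger than a set level, cut at about -70% in these data; inconclusive means activity change between two set negative limits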; further: on the % scale 0 is the no-effect control and ±100 the full control effect
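Freshly harvested TSHR cells receive pin-tooled compound, then EC80 TSH at 4nM final. After 2 hours at 37 deg C, antibody in lysis buffer and cAMP-d2 are added; 30 minutes at ambient temperature precede the HTRF read.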
Chronic BCR inh – qHTS Assay to Find Inhibitors of Chronic Active B-Cell Receptor Signaling. hit rate 0.05% among 340,000. ABC-DLBCL IkBa-CBG/CBR reporter, luminescence ratio, 4 h. Potency, µM (highest dose often 46.1 µM), for inactives: at the highest dose ratio change, negative = lower green/red ratio, usual class: inhibitors; active means well fitted inhibition curve with a large enough effect in the signal ratio, with a control signal flat, not every such curve was filed as active; inconclusive means small, poorly fitted or top-dose-only effect, or effect the other way, or a change in a side signal; the % refers to the signal ratio;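 further: potency means the concentration at half of the fitted maximal effect; plate controls were basal doxycycline-induced cells for no effect and cells given 10 µM MG132 for full effect; MG132 reads +100%, hits lower the ratio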
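Compounds up to 46 uM were incubated four hours with TMD8 cells whose green CBG68 luciferase is fused to IkappaBalpha; red CBR luminescence normalised the signal, and concentration-effect curves were fitted to fusion, red and ratio data.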
Tb PFK block – qHTS Assay to Find Inhibitors of T. brucei phosphofructokinase; T. brucei PFK, ADP-Glo luminescence; ATP-dependent 6-phosphofructokinase (Trypanosoma brucei brucei), O15648; Potency, µM (highest dose often 57.5 µM), without a hit: at the top dose activity, negative = inhibition, hits mostly inhibitors; hit rate 0.17% among 330,000;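 further: potency means the concentration at half of the fitted maximal effect; 0% = uninhibited 1x PFK enzyme wells and -100% = no-enzyme wells; nearly all actives have a fitted effect of over 60% in size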
Target sequence (O15648 whole entry, looked up): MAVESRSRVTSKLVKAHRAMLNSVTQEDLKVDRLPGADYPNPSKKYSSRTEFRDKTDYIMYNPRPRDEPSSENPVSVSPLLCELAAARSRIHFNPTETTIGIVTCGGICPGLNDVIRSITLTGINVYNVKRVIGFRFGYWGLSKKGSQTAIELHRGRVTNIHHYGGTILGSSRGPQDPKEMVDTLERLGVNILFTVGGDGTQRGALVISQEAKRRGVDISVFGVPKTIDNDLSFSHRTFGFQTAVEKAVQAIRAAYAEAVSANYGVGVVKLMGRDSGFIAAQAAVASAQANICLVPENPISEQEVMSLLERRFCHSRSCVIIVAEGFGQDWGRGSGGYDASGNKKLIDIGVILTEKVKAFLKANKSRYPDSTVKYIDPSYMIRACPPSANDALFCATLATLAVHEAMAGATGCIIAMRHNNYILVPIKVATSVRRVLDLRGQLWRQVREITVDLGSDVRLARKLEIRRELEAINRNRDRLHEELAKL
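1.25 nM PFK with 0.5 mM F6P and 0.1 mM ATP in 0.1 M TEA pH 8.0, 5 mM MgCl2, incubated 45 min at room temperature; ADP measured by ADP-Glo luminescence; compounds titrated up to 57 uM.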
B2AR arrestin – qHTS assay of beta-arrestin-biased ligands of beta2-adrenergic receptor | Beta-2 adrenergic receptor (Homo sapiens), P07550 | beta-arrestin recruitment to beta2AR, cell-based reporter | Potency, µM (top dose mostly 46.1 µM), without a hit: at the highest dose activation, hits mostly activators | hit rate 0.02% among 330,000 | AID 492947, 2010;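 further: potency means the concentration at half of the fitted maximal effect; 0% = DMSO controls and full agonism = EC100 isoproterenol or metaproterenol; nearly all actives have a fitted effect of over 65% in size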
Target sequence (P07550 whole entry, looked up): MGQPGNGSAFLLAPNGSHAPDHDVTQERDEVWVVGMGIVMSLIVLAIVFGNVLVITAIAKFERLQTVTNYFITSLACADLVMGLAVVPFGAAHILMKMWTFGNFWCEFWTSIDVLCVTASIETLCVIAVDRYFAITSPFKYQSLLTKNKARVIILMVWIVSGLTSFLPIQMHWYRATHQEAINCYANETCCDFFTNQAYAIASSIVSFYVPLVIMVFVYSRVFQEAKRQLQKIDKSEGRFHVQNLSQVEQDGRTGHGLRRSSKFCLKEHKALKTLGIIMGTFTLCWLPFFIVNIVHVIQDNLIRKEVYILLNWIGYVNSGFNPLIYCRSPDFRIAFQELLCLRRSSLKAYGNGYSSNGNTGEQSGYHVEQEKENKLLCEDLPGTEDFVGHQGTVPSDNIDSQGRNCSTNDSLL
* = called active by the depositor; ? = inconclusive; nt = not tested or not shown; & = joins results of further samples; [ ] = remark or other dose. Unless noted, the call rests on the fitted dose curve; in most records, active means well fitted curve in the direction sought with a large enough effect; inconclusive means small, poorly fitted or top-dose-only effect, or another doubt; inactive means no such curve, though single readings can be large; an effect the other way counts as inactive or inconclusive.

Results follow in this order: TSG101-PTAP inh | Chronic BCR inh | ELG1 repair inh | Mito fusion yeast | uPA generation | B2AR arrestin | Eya2 inh | Tb PFK block | TCR activator | TSHR antag | USP2a inh
> CC(OC(=O)CC1CCCCC1)C(=O)Nc1ccc(S(N)(=O)=O)cc1 (configuration not stated)
  -1% | -2% | 22% | 0% | 2% | 0.0% | 0% | 9% | -5% | 3 | 2%
> COc1ccccc1C(=O)O/N=C(\N)c1ccccc1Cl
  -6% | -24% | ? | 3% | ? | -0.1% | -2% | ? | 4%[46.1 µM] | 23 | 0%
> CSc1nc(N(C)NC(=O)c2ccccc2)c2ccccc2n1
  -4% | ? | 8% | -5% | -14% | -0.6% | 6% | -14% | -72% | -2 | 0%
> CCN(CC(=O)Nc1c(F)cccc1F)C(=O)Cc1c(C)nc2ccccc2c1C
  -5% | -11% | -5% | -5% | 2% | 0.5% | 1% | 6% | 3% | 4 | 1%
> CCOc1ccc(-n2cc(C(=O)NC(C)C)c3cc(OC)c(OC)cc3c2=O)cc1
  -11% | -1% | ? | 0% | -3% | 2.3% | 10% | -1% | nt | -9 | -1%
> CCc1ccccc1N1CN(Cc2cccnc2)CNC1=S
  -3% | -2% | 0% | 9% | ? | 4.5% | -13% | -5% | 4% | 4 | -1%
> COc1cccc(/C=C2\SC(=S)N(CCC(=O)N3CCCCC3)C2=O)c1
  0% | -8% | -5% | -3% | -13% | 4.8% | 6% | 6% | -12% | 0 | 2%
> Cc1cc(C(C)(C)C)ccc1OCCOCCN1CCCC1
  -1% | ? | 0% | -8% | -8% | -0.2% | -2% | ? | -4%[46.1 µM] | 7 | -1%
> COc1ccc(C(=O)NCc2ccccc2)cc1Br
  2% | -2% | -2% | 0% | 3% | 0.3% | -3% | 8% | -3%[46.1 µM] | 12 | 1%
> Cn1nc(-c2ccccc2)c(-c2nc(-c3ccc(Cl)cc3)no2)c1Cl
  13% | 6% | 14% | -2% | -1% | 0.0% | -2% | 1% | -226% | 33 | 0%
> OC1C(O)C(O)C(O)C(O)C1O (configuration not stated)
  2%&-9%&-2% | -4%&-3%&1% | 17%&6%&30% | -5%&-4%&2% | 9%&5%&0% | -0.7%&0.4%&0.1% | 7%&9%&-2% | 1%&-8%&1% | 3%&1%&-1% | 0&-1 | 2%&2%&1%
> CN(C)/C=C/C(=O)c1ccc(Oc2ccccc2)cc1
  -1% | ? | ? | 0% | -2% | 0.5% | 5% | 1% | -7% | -5 | 1%
> Cc1cc(C(=O)Nc2cccc3ccccc23)c(C)o1
  -3% | ? | ? | 6% | -3% | -0.6% | -9% | -9% | -2% | -6 | 2%
> CCOc1ccc(CCNC(=O)CS(=O)Cc2nc(-c3ccc(C)cc3)oc2C)cc1 (configuration not stated)
  -1% | -6% | ? | 1% | -7% | 0.1% | -11% | -3% | 5% | -1 | -1%
> C=CCOc1ccc(/C=C/C(=O)OCC(=O)NCCc2ccccc2)cc1
  1% | 0% | 13% | 5% | 5% | -0.7% | -14% | 0% | 2% | -6 | -8%
> Cc1noc(C)c1COC(=O)c1cc2c(C)nn(-c3ccc(F)cc3)c2s1
  -5% | 0% | 1% | -1% | -4% | -4.3% | -7% | 4% | -2% | 1 | 1%
> CCOC(=O)C1=C(c2ccccc2)NC(SCC(=O)Nc2ccccc2C)=C(C#N)C1c1ccco1 (configuration not stated)
  0% | 6% | ? | 10% | 1% | 3.6% | 16% | -10% | 0% | 26 | -9%
> COc1ccc(CNc2cccc3[nH]c(C(F)(F)F)nc23)cc1
  -1% | 2% | ? | 7% | -7% | -0.3% | 2% | -1% | -10% | -5 | -2%
> Cc1cc(Nc2cccc(Cl)c2)nc(N2CCOCC2)n1
  1% | 1% | ? | -3% | 22% | -0.5% | -2% | 6% | 10%[46.1 µM] | 13 | 2%
> COc1ccc(C(=O)N2CC(=O)Nc3ccc(F)cc3C2c2ccccc2)cc1 (configuration not stated)
  1% | -6% | -8% | -12% | -1% | 0.2% | 2% | 10% | -1% | 7 | -8%
> c1ccc(COn2nnc3ccccc32)c(COn2nnc3ccccc32)c1
  -7% | -11% | ? | 3% | -10% | 0.5% | -2% | -24% | -8% | -13 | -5%
> Cc1ccc(-n2ncc3c(=O)n(CC(=O)NC4CCCCC4)cnc32)cc1
  1% | 2% | 14% | 7% | -1% | -0.6% | 11% | 0% | -2% | -18 | -1%
> O=C(Cn1ccc(NC(=O)OCc2ccccc2)nc1=O)NCc1ccc2[nH]ccc2c1
  -2% | -5% | 1% | -15% | 8% | -0.3% | -13% | -9% | 0% | 28 | 0%
> N#Cc1cccc(NC(=O)COC(=O)c2cccc(N3C(=O)c4ccccc4C3=O)c2)c1
  0% | ? | -5% | 0% | 3% | -1.5% | -1% | ? | 7% | 28 | 2%
> N#CC1=C(N)n2c(s/c(=C\c3cccs3)c2=O)=C(C#N)C1c1cccs1 (configuration not stated)
  7% | ? | 1% | -2% | 5% | -0.3% | 6% | -1% | -7%[46.1 µM] | -6 | 0%
> CCc1ccc(NC(=O)C(=O)NCC2CCCN2S(=O)(=O)c2ccccc2)cc1 (configuration not stated)
  1% | -1% | ? | 13% | 11% | -0.2% | -5% | -3% | 4% | -17 | -1%
> COc1ccc(Oc2ccc(C(F)(F)F)cc2NC(=O)CC(CC(=O)O)c2ccccc2)cc1 (configuration not stated)
  -1% | -1% | -4% | 18% | -1% | -0.1% | -2% | 2% | -33% | -9 | 2%
> COC(=O)c1cc2n3ccccc3c(C)c(-c3ccccc3)c-2c1C(=O)OC
  -24% | 18% | -16% | 1% | -8% | 0.0% | 10% | 3% | -1% | -9 | 1%
> c1ccc2c(c1)CC1(CCCCC1)n1nnnc1-2
  -7% | 4% | -26% | 2% | -9% | 0.4% | 8% | -1% | -1%[46.1 µM] | -12 | -1%
> CCCn1c(SCC(=O)NC)nnc1C(C)C
  -1% | 3% | 4% | -3% | 1% | 0.3% | 12% | -1% | 2% | -7 | -1%
> O=C(C1CC1)N1N=C(c2ccncc2)CC1(O)C(F)(F)F (configuration not stated)
  -7% | -10% | 2% | 2% | -3% | -0.3% | -2% | -3% | 4% | 0 | 0%
> CCOC(=O)N1CCN(C(=O)c2ccc3ccccc3c2)CC1
  1% | 4% | -4% | 3% | -2% | 0.0% | 7% | -3% | nt | 19 | 0%
> COC(=O)C1=C(C)N(c2cccc(Cl)c2)C(=O)C1
  -2% | ? | 3% | 2% | -8% | 0.9% | -43% | 0% | 0% | -6 | 4%
> Cn1c(SCc2cccc3ccccc23)nnc1-c1ccco1
  -6% | 4% | -11% | -2% | 1% | 0.0% | -1% | -11% | 0% | -15 | 3%
> CC1CC(C)CN(c2ccc(NS(=O)(=O)c3ccccc3)cc2C(=O)O)C1 (configuration not stated)
  -1% | 5% | 14% | 1% | 11% | 0.5% | -9% | 0% | -2% | 1 | -1%
> COc1ccc(NC(=O)CN2C(=O)NC(C)(C3CC3)C2=O)c(OC)c1 (configuration not stated)
  0% | 0% | 16% | -1% | 1% | -0.9% | 6% | 0% | -3% | 16 | 2%
> O=C(CCl)N=c1sccn1Cc1cccc2ccccc12
  -9% | ? | -4% | -2% | 0.22µM* | -0.3% | 3% | -2% | 3% | -30 | 1%
> CCOc1ccc(NC(=O)CN(C)S(=O)(=O)c2ccc3c(c2)CCC(=O)N3)cc1
  -2% | ? | -12% | -1% | 0% | -0.1% | 3% | 0% | 2% | 7 | 3%

Bioassay records deposited in PubChem BioAssay by National Center for Advancing Translational Sciences (NCATS).
